# GSTO1 counter: inhibitors of recombinant GSTO1, primary screen, counter-screen for RBBP9 inhibitor project, biochemical, fluorescence polarization; activity-based probe fluorescence polarization; Glutathione S-transferase omega-1 (Homo sapiens), P78417; 300,000 tested, 1.1% active; inhibition, % at 5.96 µM;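 active = inhibition above the campaign mean inhibition plus 3 SD, cut at about 35% in these data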;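 also: 0% = GSTO1-1 with DMSO and 100% = wells lacking GSTO1-1 enzyme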
# Target sequence (P78417 whole entry, looked up): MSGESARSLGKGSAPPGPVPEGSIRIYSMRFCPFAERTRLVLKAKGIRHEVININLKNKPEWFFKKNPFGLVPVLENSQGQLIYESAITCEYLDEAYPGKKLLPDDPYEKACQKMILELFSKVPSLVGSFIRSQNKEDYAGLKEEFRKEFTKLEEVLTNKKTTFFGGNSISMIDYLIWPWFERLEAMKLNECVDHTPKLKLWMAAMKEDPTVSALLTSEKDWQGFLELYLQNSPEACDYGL
# MEX-5 binding: MEX-5 zinc finger RNA-binding disruptors – biochemical, C. elegans, fluorescence polarization, MLPCN library, primary screen | Zinc finger protein mex-5 (Caenorhabditis elegans), Q9XUB2 | MEX-5/FITC-TCR2 RNA binding; stronger effect = lower value | activity score (negative = inhibition of binding), % at 10 µM | 300,000 tested, 0.38% active | AID 1832, 2009;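 active = inhibition past about -25% in most replicates, and total fluorescence under double the plate's negative control median, limit read from the data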;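 also: 0% = DMSO and -100% = 5 µM competing unlabeled TCR2 RNA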
# PAD4 inh: human PAD4 inhibitors, primary screen, biochemical, fluorescence polarization, 1536-well format | Protein-arginine deiminase type-4 (Homo sapiens), Q9UM07 | recombinant PAD4, RCA probe fluorescence polarization | inhibition, % at 6.36 µM | 330,000 tested, 0.41% active | AID 485272, 2010;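 active = percent inhibition above a cutoff equal to the mean of all tested compounds plus 3 SD, cut at about 15% in these data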;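 also: 0% = PAD4 with RCA probe and DMSO and 100% = probe without PAD4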
# MCL1-BIM inh: inhibitors of MCL1 binding to BIM-BH3, primary screen, biochemical, fluorescence polarization | GST-MCL1 / FITC-Bim-BH3 fluorescence polarization | inhibition, % at 10.9 µM | 320,000 tested, 0.68% active;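 active = inhibition above the mean inhibition of all tested compounds plus 3 SD, set per campaign, cut at about 40% in these data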;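 also: 0% = DMSO wells and 100% = unlabeled Bim-BH3 peptide control; higher means more loss of mP so more displacement of Bim peptide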
# PME-1 inh: PME-1 inhibitors via competitive probe labeling, primary screen, biochemical, fluorescence polarization, FP-Rh probe, HTS | 320,000 tested, 0.53% active | recombinant PME-1 | AID 2130, 2009 | inhibition, % at 5.9 µM;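 active = inhibition above the campaign mean of all compounds plus 3 SD, cut at about 26% in these data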;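 also: competitive labeling of PME-1 active site by serine hydrolase directed probe; 0% = PME-1 with DMSO and 100% = wells lacking PME-1 enzyme; inhibitors block probe labeling so polarization falls and inhibition rises; many of its hits are not listed in these tables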
# Target sequence (Q9Y570 whole entry, looked up): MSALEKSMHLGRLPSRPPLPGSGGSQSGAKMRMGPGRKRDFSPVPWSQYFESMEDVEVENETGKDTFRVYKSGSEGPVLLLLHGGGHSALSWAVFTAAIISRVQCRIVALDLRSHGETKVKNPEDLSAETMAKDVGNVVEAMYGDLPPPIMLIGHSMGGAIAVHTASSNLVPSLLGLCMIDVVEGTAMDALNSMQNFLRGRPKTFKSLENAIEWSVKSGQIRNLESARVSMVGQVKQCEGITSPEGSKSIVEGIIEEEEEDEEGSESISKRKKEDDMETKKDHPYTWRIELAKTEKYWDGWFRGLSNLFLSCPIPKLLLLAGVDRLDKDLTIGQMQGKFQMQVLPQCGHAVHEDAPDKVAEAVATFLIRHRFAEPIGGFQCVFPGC
# GLD-1 RNA inh: GLD-1/TGE RNA complex disruptors, primary screen, biochemical, fluorescence polarization; purified GLD-1 + fluorescein TGE RNA; AID 2280, 2010; 320,000 tested, 0.44% active; inhibition, % at 5.96 µM;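 active = percent inhibition above a per-plate cutoff, the plate mean of test compounds plus 3 SD, cut at about 30% in these data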;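 also: 0% = DMSO wells with GLD-1 and probe and 100% = wells lacking GLD-1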
# Fam108B inh: mouse Fam108B serine hydrolase inhibitors, primary screen, counter-screen for RBBP9 inhibitor project, biochemical, fluorescence polarization | 300,000 tested, 0.33% active | recombinant Fam108B, FP-Rh probe fluorescence polarization | inhibition, % at 9.51 µM;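 active = inhibition above the screen mean inhibition plus 3 SD, computed separately per campaign, cut at about 18% in these data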;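 also: inhibitors lower polarization as less probe binds the enzyme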
# TPT1 inh: Candida albicans TPT1 enzyme inhibitors, primary screen, biochemical, fluorescence polarization; 300,000 tested, 0.81% active; recombinant caTPT1, FP RNA substrate dephosphorylation; AID 1962, 2009; inhibition, % at 5 µM; tRNA 2'-phosphotransferase TPT1 (Candida albicans SC5314);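 active = inhibition above the mean of all tested compounds plus 3 SD, set per screening campaign, cut at about 24% in these data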;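 also: plate controls were DMSO alone for no effect and ferristatin control at 100 nM for full effect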
# BCLXL inh: inhibitors of human Bcl-xL, primary screen, biochemical, fluorescence polarization, HTS. GST-Bcl-xL / FITC-Bim BH3 peptide fluorescence polarization. inhibition, % at 10.9 µM. 320,000 tested, 0.7% active;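 active = inhibition above the mean of all tested compounds plus 3 SD, cutoff set per campaign, cut at about 30% in these data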;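 also: 0% = DMSO wells and 100% = unlabeled Bim-BH3 peptide competitor; inhibitors lower millipolarization by displacing the labeled peptide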
# Target sequence (Q07817 whole entry, looked up): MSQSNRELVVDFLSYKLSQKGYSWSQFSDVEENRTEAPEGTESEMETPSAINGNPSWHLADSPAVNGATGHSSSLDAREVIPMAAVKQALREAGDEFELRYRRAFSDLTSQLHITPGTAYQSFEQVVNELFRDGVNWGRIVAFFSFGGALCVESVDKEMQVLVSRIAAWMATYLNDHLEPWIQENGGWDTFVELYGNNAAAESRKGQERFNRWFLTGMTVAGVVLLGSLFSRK
# The depositor's hits bear a star; x = not tested or not shown. This is a subset (hit frequency here may not be typical).
SMILES,GSTO1 counter,MEX-5 binding,PAD4 inh,MCL1-BIM inh,PME-1 inh,GLD-1 RNA inh,Fam108B inh,TPT1 inh,BCLXL inh
Cc1cc(=O)n(C)c(=O)n1CCCCCCOc1ccc([N+](=O)[O-])cc1,4,-0.6,2,14,-2,-1,9,-2,0
COc1cc2c(c(OC)c1OC)-c1c(cc3c(c1OC)OCO3)C[C@H](C)[C@@](C)(O)C2,3,3.0,4,2,-8,8,-6,-1,-4
CC(=O)Nc1ccc(S(=O)(=O)NCc2ccc3c(c2)cc(C)n3C)cc1,1,-0.5,16*,32,6,44*,4,-20,34*
COc1ccc(C2C(=O)N(C3CCCCCC3)CC(=O)N2Cc2ccccc2)cc1OC (stereo not drawn),3,0.8,-2,-3,1,2,0,0,-1
O=P(OC1CCCCC1)(OC1CCCCC1)C(O)c1c(Cl)cccc1Cl (stereo not drawn),1,0.6,5,5,6,6,4,-1,1
ON=C1CCN(c2ncc(C(F)(F)F)cc2Cl)CC1,1,-1.2,-1,1,-8,6,0,6,4
COc1ccc2ccccc2c1C1CC(=O)N2CN(Cc3ccco3)CSC2=C1C#N (stereo not drawn),-4,0.5,1,-12,-17,5,-7,2,-18
COC(=O)c1ccc(S(=O)(=O)N2CCCN(Cc3ccc(F)cc3)CC2)n1C,0,-1.1,-2,6,8,8,2,1,4
O=C(NNC(=O)c1ccc(-c2ccccc2)cc1)Nc1ccc(F)cc1F,-9,0.0,-1,2,-3,5,-6,2,-2
Cn1cc(CNC(=O)C23CC4CC(CC(C4)C2)C3)cn1,6,0.5,3,6,0,2,10,-2,8
O=C(CC1C(=O)NCCN1C(=O)Nc1ccccc1)Nc1ccc(F)cc1 (stereo not drawn),10,-3.6,5,5,1,-8,0,1,1
CC(=O)NC(CC(=O)NNC(=O)c1cccs1)c1ccccc1 (stereo not drawn),11,-1.7,-1,4,-4,2,0,-1,6
CSc1nnc(C)c(=O)n1COC(=O)c1ccccc1,1,0.1,-1,2,-2,2,-2,1,2
C=CCn1c(=O)c2c(nc3n2CCS3)n(C)c1=O,-5,0.6,0,5,-4,3,-3,-2,-3
CC1CN(c2ccc([N+](=O)[O-])cc2Cl)CCN1S(C)(=O)=O (stereo not drawn),4,-3.3,1,4,7,2,-1,-4,5
CC1=Nn2c(nnc2-c2ccccn2)SC1,5,-1.0,-3,6,-9,3,-2,2,4
Cc1ccc(OCCNC(=O)Cc2ccc(F)cc2)cc1,11,1.5,-6,-2,-5,5,10,-1,5
CC(=O)N1c2ccc(S(=O)(=O)N3CCCC(C(=O)NCc4ccc(Cl)cc4)C3)cc2CC1C (stereo not drawn),2,1.9,-1,-2,5,3,1,-1,2
O=C(NCCO)c1nc(C(=O)c2ccc(Cl)cc2)c2ccccc2n1,x,x,1,1,3,2,x,x,-2
CCOc1ccccc1-c1nc(CN2CCCC2c2nccs2)c(C)o1 (stereo not drawn),-7,-1.4,-2,3,-7,0,2,-5,8
COc1ccc2c(c1)c1nc3n(c(=O)c1n2CC(=O)Nc1cc(C)[nH]n1)CCS3,92*,0.8,0,-2,-4,-2,2,-1,3
CC1(C)Oc2ccc3ccc(=O)oc3c2[C@@H](O)[C@@H]1O,x,x,5,8,1,-1,x,x,8
Cc1ccc(N(Cc2ccccc2)C(=O)c2cc(S(=O)(=O)N3CCOCC3)ccc2Cl)cc1,-5,9.9,-1,-7,9,-7,-2,1,-2
CCOC(=O)c1[nH]c(C)c(/C(O)=C2\C(=O)C(=O)N(CCCN3CCOCC3)C2c2cccs2)c1C (stereo not drawn),3,1.2,2,5,-3,5,-2,-2,4
COC(=O)C1CSC2c3ccccc3C(=O)N12 (stereo not drawn),-6,-1.7,-2,3,-1,1,2,-4,6
Cc1ccc(NC(=O)Cn2nnc(-c3ccccc3-n3cnnn3)n2)c(C)c1,-4,1.3,-9,-7,-1,5,0,-4,-3
CC1CCN(C(=O)Cn2c3ccccc3c3nc4n(c(=O)c32)CCS4)CC1,1,1.2,1,-4,5,11,-1,3,2
COC(=O)NC(=C(Cl)Cl)S(=O)(=O)c1ccccc1,14,x,7,-2,3,-1,-1,-4,8
Cn1c(=O)[nH]c(=O)c2c1nc(SCCO)n2CCCc1ccccc1,2,-1.6,6,-23,4,2,-1,-3,-24
c1ccc(COc2ccc(OCCCCN3CCCCC3)cc2)cc1,2,0.4,-4,17,-5,14,-1,-56,19
O=C(Nc1ccccc1N1CCCC1)C1=COCCO1,x,x,0,1,1,-4,x,x,6
CCNC(=S)Nc1ccc(N(c2ccccc2)C(C)C)cc1,-7,0.5,-4,24,1,7,0,-2,20
CCCc1cc(C(=O)Nc2cc(C)on2)no1,5,-2.1,-1,-3,-5,4,-3,-2,1
C=CCn1c(SCc2ccc(C#N)cc2)nnc1-c1cccc(Cl)c1,3,1.0,-2,1,4,-8,-3,2,-6
COC(=O)CNC(=O)c1ccc(F)cc1,1,2.8,-3,5,1,5,0,0,3
CCCC(=O)Nc1cc(-c2nnc(OC)c3ccccc23)ccc1N1CCCCC1,10,1.7,2,4,1,-1,0,-1,4
CS(=O)(=O)N(CC(=O)NC1CCCC1)c1ccc2c(c1)OCCO2,5,0.5,5,2,0,4,2,-5,7
Cc1cccc(Nc2nc(N)c([N+](=O)[O-])c(NCc3ccccc3)n2)c1,-16,-0.2,-3,-5,-17,0,-12,-1,-2
O=C(NNC(=O)c1ccccc1Br)c1ccc2nc[nH]c2c1,4,9.2,-3,31,-8,-4,4,-1,12
CCOC(=O)N1CCC(NS(=O)(=O)c2cc(Br)cc3c2N(C(=O)CC)CC3)CC1,3,0.6,-2,-1,-4,6,-3,0,1
Cc1cc(=O)[nH]c(N/N=C/c2ccc(Cl)cc2Cl)n1,-10,1.8,2,1,-2,0,0,0,-1
CC1CCCN(Cc2nc3c(c(=O)n(C)c(=O)n3C)n2CC(=O)c2ccccc2)C1 (stereo not drawn),2,-1.3,0,3,2,-4,-2,0,3
Cc1ccc(OCC(=O)N/N=C\c2ccc(-c3cccc(C(=O)O)c3)o2)c(C)c1,-16,-1.9,-1,27,0,3,-4,5,8
Cc1ccc(-n2c(SCC(=O)NCCN3C(=O)CSC3=O)nnc2-c2ccccc2)cc1,-4,1.8,4,-5,0,1,4,2,-4
O=C(NCc1cccnc1)c1ccc(S(=O)(=O)Nc2ccccc2)cc1,-5,2.4,6,-2,5,4,0,-2,1
COc1ccccc1C1CN(c2ccc(F)cc2F)N=C1c1cccs1 (stereo not drawn),-1,-1.5,1,-1,5,-4,14,-3,-1
CCC(C)c1ccc(OCC(=O)O)cc1 (stereo not drawn),-1,-0.6,1,3,3,-4,-2,2,7
NC(=O)CC(NC(=O)Cc1ccc(Br)cc1)c1ccc(N2CCC(N3CCCCC3)CC2)c([N+](=O)[O-])c1 (stereo not drawn),6,-0.5,-6,6,6,2,-4,0,2
CCOc1cc(C2C(C(=O)OC(C)C)=C(C)N=C3SCCC(=O)N32)ccc1OC(C)=O (stereo not drawn),3,-0.4,-6,6,4,-2,2,1,8
CC1(C)CC(=O)CC2(C1)NCC(c1ccccc1)c1c2[nH]c2ccccc12 (stereo not drawn),12,-1.1,1,1,6,1,-4,-2,1
O=C(CSc1nncs1)Nc1ccc(Cl)cn1,-1,2.1,-8,12,2,2,1,-5,8
CSC(=NCc1ccc(F)cc1)NS(=O)(=O)c1cccs1,6,-0.6,-1,9,4,3,2,0,8
COc1cc(/C=C2/C(=N)N3N=C(C)SC3=NC2=O)ccc1OS(=O)(=O)c1ccc(C)cc1,-6,2.4,-1,7,-3,-1,-1,-2,8
CCCC(=O)Nc1cccc(NC(=O)c2ccc3c(c2)OCCO3)c1,1,1.0,-3,6,-1,-2,2,5,2
CCOC(=O)c1sc2ccccc2c1OC(=O)c1ccccc1,12,-3.6,3,6,-8,1,1,2,4
CCC(=O)Nc1cccc(NC(=S)NC(=O)c2cccs2)c1,-1,2.3,4,9,-1,2,-3,-2,9
CCC(C)[C@H](NC(=O)NCCCN1CCOCC1)C(=O)OC (stereo partly drawn),1,-2.0,6,8,-3,7,1,-2,5
CC(=O)Nc1ccc(S(=O)(=O)/N=C2\C(=O)c3ccccc3C([O-])=C2n2cc[n+](-c3ccccn3)c2)cc1,77*,-6.1,32*,25,3,12,9,-5,25
Cc1cc(C(=O)CN2C(=O)c3ccccc3S2(=O)=O)c(C)n1CC1CCCO1 (stereo not drawn),73*,-5.0,6,-4,2,-2,-1,-4,3

# Arranged by formula weight (largest number first): part of the list above
SMILES,GSTO1 counter,MEX-5 binding,PAD4 inh,MCL1-BIM inh,PME-1 inh,GLD-1 RNA inh,Fam108B inh,TPT1 inh,BCLXL inh
NC(=O)CC(NC(=O)Cc1ccc(Br)cc1)c1ccc(N2CCC(N3CCCCC3)CC2)c([N+](=O)[O-])c1 (stereo not drawn),6,-0.5,-6,6,6,2,-4,0,2
CC(=O)Nc1ccc(S(=O)(=O)/N=C2\C(=O)c3ccccc3C([O-])=C2n2cc[n+](-c3ccccn3)c2)cc1,77*,-6.1,32*,25,3,12,9,-5,25
COc1cc(/C=C2/C(=N)N3N=C(C)SC3=NC2=O)ccc1OS(=O)(=O)c1ccc(C)cc1,-6,2.4,-1,7,-3,-1,-1,-2,8
Cc1ccc(-n2c(SCC(=O)NCCN3C(=O)CSC3=O)nnc2-c2ccccc2)cc1,-4,1.8,4,-5,0,1,4,2,-4
CC1CCCN(Cc2nc3c(c(=O)n(C)c(=O)n3C)n2CC(=O)c2ccccc2)C1 (stereo not drawn),2,-1.3,0,3,2,-4,-2,0,3
Cc1cc(C(=O)CN2C(=O)c3ccccc3S2(=O)=O)c(C)n1CC1CCCO1 (stereo not drawn),73*,-5.0,6,-4,2,-2,-1,-4,3
Cc1ccc(OCC(=O)N/N=C\c2ccc(-c3cccc(C(=O)O)c3)o2)c(C)c1,-16,-1.9,-1,27,0,3,-4,5,8
CCC(C)[C@H](NC(=O)NCCCN1CCOCC1)C(=O)OC (stereo partly drawn),1,-2.0,6,8,-3,7,1,-2,5
O=C(CSc1nncs1)Nc1ccc(Cl)cn1,-1,2.1,-8,12,2,2,1,-5,8
CCC(C)c1ccc(OCC(=O)O)cc1 (stereo not drawn),-1,-0.6,1,3,3,-4,-2,2,7
